# Gal4-VP16 FLuc: Gal4-VP16 reporter inhibition counter-screen. Drosophila S2 Gal4-VP16 UAS-luciferase, luminescence, 20 h. Potency, µM (top dose mostly 53.6 µM), inactives show at the highest dose activity, negative = inhibition, most hits filed as inhibitors. actives 3.5% (n = 310,000);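 further: Gal4-VP16 expression switched on by copper sulfate through the metallothionein promoter; potency means the concentration at half of the fitted maximal effect; on the % scale 0 is the no-effect control and ±100 the full control effect; nearly all actives have a fitted effect of over 50% in size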
# Coupling enz: coupling enzyme interference in Giardia aldolase counter-screen. coupling enzyme system counterscreen, AmpLite Red fluorescence. activity change, negative = inhibition, % at 58.2 µM, hits read low. actives 0.67% (n = 290,000). AID 2472; in the data active means activity change below about -30%; further: on the % scale 0 is the no-effect control and ±100 the full control effect
#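 Counterscreen lacking aldolase: glyceraldehyde-3-phosphate coupling-enzyme reagent preincubated 10 min at RT with compound (at 57.5 uM final), then substrate/coupling system with AmpLite Red added; fluorescence read at 525/598 nm after 20 min RT.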
# ELG1 genotoxic: induces genotoxicity in HEK293T cells with luciferase-tagged ELG1. HEK293T ELG1-luciferase reporter, luminescence, 16 h. Potency, µM (doses to about 46 µM), inactives show top-dose activity change, positive = activation, usual class: activators. actives 1.3% (n = 330,000). AID 504466; further: potency means the concentration at half of the fitted maximal effect; % of control where 0% means no effect; nearly all actives have a fitted effect of over 60% in size
#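 HEK293T cells expressing luciferase-tagged ELG1 were exposed to compound or DMSO vehicle for 16 hr at 37 °C and 5% CO2. Luciferase activity was then measured with ONE-Glo after 30 min at room temperature.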
# NPC1 prom act: activates the NPC1 promoter | Potency, µM (top dose mostly 9.22 µM), inactives show top-dose activation, most hits filed as activators | Huh7 NPC1 promoter luciferase reporter, 24 h | actives 2.4% (n = 320,000);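 further: potency means the concentration at half of the fitted maximal effect; % of control where 0% means no effect; nearly all actives have a fitted effect of over 60% in size; reporter is driven by a mutant NPC1 promoter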
#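 Quantitative HTS used a cell-based reporter: Huh7 cells stably bearing the NPC1 promoter upstream of luciferase were treated with compounds for 24 h, and promoter activation was read as luminescence.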
# uPA generation: blocks generation of uPA at the cell surface; actives 0.31% (n = 330,000); Potency, µM (top dose mostly 38.3 µM), inactives show at the top dose activity change, negative = inhibition, hits mostly inhibitors; AID 540303; cell surface uPA generation assay, qHTS; active means well fitted inhibition curve with a large enough effect; inconclusive means small, poorly fitted or top-dose-only effect; inactive means no such curve, though single readings can be large or run the other way; tested in mouse RAW 264.7 cells; further: potency means the concentration at half of the fitted maximal effect; on the % scale 0 is the no-effect control and ±100 the full control effect; nearly all actives have a fitted effect of over 55% in size
# FLuc counter: inhibits or activates purified firefly luciferase, miR-21 counter-screen; actives 6.9% (n = 360,000); AID 588342; Potency, µM (highest dose often 57.5 µM), without a hit: at the top dose activity change, negative = inhibition, usual class: inhibitors; purified FLuc, Km substrates, luminescence inhibition; P08659;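 further: potency means the concentration at half of the fitted maximal effect; plate controls were vehicle for no effect and reference inhibitor for full effect; nearly all actives have a fitted effect of over 55% in size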
# Target sequence (P08659 whole entry, looked up): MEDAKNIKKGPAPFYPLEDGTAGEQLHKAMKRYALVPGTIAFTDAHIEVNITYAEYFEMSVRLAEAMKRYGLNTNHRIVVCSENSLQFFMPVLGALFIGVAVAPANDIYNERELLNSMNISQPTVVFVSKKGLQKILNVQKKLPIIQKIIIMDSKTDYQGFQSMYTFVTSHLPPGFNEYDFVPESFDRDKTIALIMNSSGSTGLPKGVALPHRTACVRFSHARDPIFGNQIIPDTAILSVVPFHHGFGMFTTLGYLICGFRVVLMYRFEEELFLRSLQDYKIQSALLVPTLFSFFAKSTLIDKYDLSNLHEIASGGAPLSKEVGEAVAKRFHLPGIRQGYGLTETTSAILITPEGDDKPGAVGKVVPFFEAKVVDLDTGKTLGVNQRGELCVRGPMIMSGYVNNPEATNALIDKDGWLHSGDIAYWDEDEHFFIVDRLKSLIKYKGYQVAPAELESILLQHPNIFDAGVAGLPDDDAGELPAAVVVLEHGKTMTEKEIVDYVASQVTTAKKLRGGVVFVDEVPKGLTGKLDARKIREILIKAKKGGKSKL
#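 Purified P. pyralis luciferase (10nM final) with 10uM D-luciferin and 10uM ATP (Km levels) in 50mM Tris acetate pH 7.5, 10mM Mg acetate, 0.01% Tween-20, 0.05% BSA; qHTS 6-point titration, ~60 µM downward; luminescence read.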
# Tb PFK inh: blocks T. brucei phosphofructokinase; AID 485367; actives 0.17% (n = 330,000); T. brucei PFK, ADP-Glo luminescence; O15648; Potency, µM (titrated, usually from 57.5 µM), inactives show top-dose activity, negative = inhibition, actives largely listed as inhibitors;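 further: potency means the concentration at half of the fitted maximal effect; 0% = uninhibited 1x PFK enzyme wells and -100% = no-enzyme wells; nearly all actives have a fitted effect of over 60% in size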
#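 Compounds were pin-transferred as a titration series up to 57 uM into substrate buffer (0.5 mM F6P, 0.1 mM ATP, pH 8.0), then 1.25 nM PFK was added and reactions ran 45 min before ADP-Glo detection.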
# RORgamma inh: blocks mouse ROR gamma transcriptional activity; P51450; Drosophila S2 Gal4-RORgamma UAS-luciferase reporter, 20 h; Potency, µM (highest dose often 53.6 µM), for inactives: top-dose activity change, negative = inhibition, usual class: inhibitors; actives 5.4% (n = 310,000); further: potency means the concentration at half of the fitted maximal effect; on the % scale 0 is the no-effect control and ±100 the full control effect; nearly all actives have a fitted effect of over 60% in size
# Target sequence (P51450 whole entry, looked up, the tested form may be a part): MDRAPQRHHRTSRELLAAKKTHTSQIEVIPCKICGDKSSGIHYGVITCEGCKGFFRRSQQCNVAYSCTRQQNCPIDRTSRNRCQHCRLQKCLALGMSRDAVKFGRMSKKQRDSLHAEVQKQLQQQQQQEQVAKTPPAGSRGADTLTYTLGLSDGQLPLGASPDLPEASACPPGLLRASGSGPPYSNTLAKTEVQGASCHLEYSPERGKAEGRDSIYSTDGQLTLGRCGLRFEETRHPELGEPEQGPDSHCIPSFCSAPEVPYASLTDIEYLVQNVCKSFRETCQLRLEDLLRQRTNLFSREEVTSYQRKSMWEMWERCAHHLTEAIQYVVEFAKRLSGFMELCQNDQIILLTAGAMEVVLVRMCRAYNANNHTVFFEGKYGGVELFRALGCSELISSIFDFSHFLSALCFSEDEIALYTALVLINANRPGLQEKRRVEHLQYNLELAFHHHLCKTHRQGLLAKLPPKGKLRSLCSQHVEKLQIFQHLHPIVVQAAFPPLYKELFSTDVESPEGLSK
#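 Stably transfected Drosophila Schneider cells are the test system, with ROR gamma fused to Gal4 and luciferase under UAS control; luminescence is read after 20 hr of 700 uM copper sulfate induction at ambient temperature.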
# Giardia killer: Giardia lamblia killing | actives 0.15% (n = 340,000) | Giardia lamblia trophozoite viability | activity change, % at 7.66 µM, hits read low | AID 540267; in the data active means activity change below about -80%; inconclusive means between about -30% and that limit;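 further: parasites exposed to compound for two days anaerobically before the ATP read; on the % scale 0 is the no-effect control and ±100 the full control effect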
#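 Luminescent ATP signal served as the viability read-out, measured 15-30 min after adding ATP detection reagent to trophozoites that had been incubated with compounds for 48 hrs at 37 deg C anaerobically at 100 cells/well.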
# KCNH2 3.1 block: KCNH2 3.1 (human) potassium channel inhibition; U2OS KCNH2 3.1, thallium flux FluxOr; active compounds read low; actives 0.95% (n = 340,000); activity change, % (tested at about 1.8 µM); AID 720553;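 active means maximum activity change below -70%; inconclusive means maximum activity change from -70% to -50%; inactive means maximum activity change above -50%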;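 further: thallium influx rate constant from kinetic fluorescence after stimulation buffer; on the % scale 0 is the no-effect control and ±100 the full control effect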
#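 Steps: virus added to U2OS suspension (4 h, RT, dark); medium with 10% FBS added, cells plated, 37 C overnight; FluxOr/Red40 loading buffer 45 min RT; stimulation buffer, 2 min kinetic read; rate constant normalized.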
# Rab9 promoter act: Rab9 promoter activation; actives 2.8% (n = 320,000); AID 485297; Potency, µM (highest dose often 9.22 µM), inactives show at the top dose activation, negative = inhibition, hits mostly activators; Huh7 Rab9 promoter-luciferase reporter, luminescence, 24 h; further: potency means the concentration at half of the fitted maximal effect; % of control where 0% means no effect; nearly all actives have a fitted effect of over 60% in size
#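 Cells were plated at 1500 per well in reduced-serum medium with 10% FBS and left 2 h. Compound in DMSO was then added for 24 h at 37 °C. Reporter signal was read by luminescence after 10 min with luciferase detection reagent.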
# The depositor's hits bear a star; ? = inconclusive; . = not tested or not shown; & = joins results of further samples; [ ] = remark or other dose. Unless noted, the call rests on the fitted dose curve; in most records, active means well fitted curve in the direction sought with a large enough effect; inconclusive means small, poorly fitted or top-dose-only effect, or another doubt; inactive means no such curve, though single readings can be large; an effect the other way counts as inactive or inconclusive.
# Order of results – Gal4-VP16 FLuc, Coupling enz, ELG1 genotoxic, NPC1 prom act, uPA generation, FLuc counter, Tb PFK inh, RORgamma inh, Giardia killer, KCNH2 3.1 block, Rab9 promoter act
Cc1ccnn1CC(=O)N/N=C/c1ccc([N+](=O)[O-])s1
→ -13%, 0, -11%, -5%, ?, 4%, -1%, -1%, -96*, 3, -4%
COc1ccc(CCc2nnc(CCC(=O)NCc3cnc4ccccn34)o2)cc1
→ ?, 1, -4%, -6%, 4%, -3%, -5%, ?, 7, 18, -8%
Cc1cccc(C)c1NC(=O)COC(=O)c1cccnc1
→ -1%, 1, 1%, -1%, -7%, 3%, -4%, 3%, -12, -2, -12%
Cc1cc(C(=O)CSc2nc3ccccc3c(=O)[nH]2)c(C)n1C
→ 17%, 1, 14µM*, ?, 3%, ?, 0%, 25%, 17, 6, ?
COc1ccc(C(=O)c2sc3nc(C)cc(-c4cccs4)c3c2N)cc1
→ -3%, -5, -6%, 2%, 21%, -6%, -2%, -4%, -15, -15, 2%
CCCSc1nnc(N)s1
→ -4%, 4, -4%, -2%, 4%, 0%, 1%, -19%, -16, -9, -6%
O=C(CN1CCOCC1)N/N=C/c1ccc(-c2ccc(Br)cc2)o1
→ 10%, -3, -1%, 0%, 3%, -16%, 2%, 6%, -28, -3, 0%
O=C(O)c1ccc(N2C(=O)c3cccc4c(C(=O)O)ccc(c34)C2=O)cc1
→ -8%, 7, -2%, 0%, -5%, -10%, 1%, -7%, 31[activator], -22, -3%
COc1ccc(N(CC(=O)NCc2ccc3c(c2)OCO3)S(C)(=O)=O)cc1OC
→ 10%, 3, 5%, 1%, 11%, 4%, 7%, 12%, 14, 5, 16%
Cc1ccc(NS(=O)(=O)c2ccc(C(=O)N3CCN(S(=O)(=O)c4ccccc4)CC3)cc2)cc1
→ ., ., -9%, -5%, 7.1µM*, 6%, -2%, ., 10, 4, -11%
O=C(COC(=O)c1cc(S(=O)(=O)N2CCc3ccccc3C2)ccc1Cl)NCc1ccco1
→ 21%, -13, -3%, -6%, -10%, 5%, -18%, -3%, -9, -1, 14%
CCOC(=O)c1c(C)nc2sccn12
→ 2%, -2, 3%, 0%, ., -2%, 1%, -3%, -10, -95*, 1%
Cc1cccc(N2C(=O)C(CC(=O)Nc3cccc(F)c3)N(CCc3ccncc3)C2=O)c1 (stereo unspecified)
→ -2%, 0, -5%, 0%, 4%, -1%&-1%, -1%, 6%, 4, ., -5%
CCN(CC)Cc1c(C(=O)N/N=C/c2ccccn2)nnn1-c1nonc1N
→ 5%, -1, 1%, 3%, 1%, 1%, -20%, -4%, -17, -21, -6%
CCCc1noc2c1C(c1cc(Br)ccc1F)C(C#N)=C(N)N2 (stereo unspecified)
→ -15%, 1, 0%, -5%, ?, 1%, 0%, 15%, -4, 1, -12%
COc1cc(/C=N/n2cnnc2)ccc1OCC(=O)N1CCOCC1
→ 0%, 0, -1%, -1%, -6%, -2%, -1%, -6%, -15, -3, -1%
CCOC(=O)c1c(S(=O)(=O)N2CCCC(C(=O)Nc3ncccc3C)C2)c(C)n(C)c1C (stereo unspecified)
→ -2%, -1, 0%[9.26 µM], 1%, 1%, -1%&0%, -1%, -19%, 10, -13, -6%
CCN(CC)S(=O)(=O)c1cc(NC(=O)CSc2nnc(-c3cccs3)o2)ccc1C
→ 4%, -2, 6%, 0%, -2%, -18%, -3%, 13%, -6, 1, -7%
CCN1C(=O)[C@H]2[C@@H](c3ccc(SC4CCCCC4)cc3)N3CCCC[C@@]3(C(=O)OC)[C@H]2C1=O
→ ., ., -4%, 3%, 15%, -2%, 0%, ., -1, -6, 14%
O=c1oc2ccccc2c(Nc2cccc3ccccc23)c1[N+](=O)[O-]
→ ?, -6, -9%, -3%, 0%, -8%, 0%, ?, ?, 4, 1%
CC1CCCC(C)N1C(=O)CSc1nc2ccccc2s1 (stereo unspecified)
→ 7%, 2, ?, 12%, 3%, ?, 1%, ?, 6, -7, 8%
Cc1cc(OC(C)C(=O)Nc2ccncc2)ccc1Cl (stereo unspecified)
→ 11µM*, -5, -12%, 0%, -21%, 4%, -7%, 19%, 3, 9, -3%
CCN(CC(=O)Nc1ccc2c(c1)OCCO2)C(=O)CC1CCCC1
→ 0%, -7, 5%, 0%, 5%, -2%, 3%, 35%, 13, -13, -1%
CCN1c2ccccc2N(C)C1(C)c1ccccc1 (stereo unspecified)
→ ?, -53*, -12%, 0%, -7%, -13%, -5%, -94%, 20, -7, -5%
Cn1c(NCc2c[nH]c3ccccc23)nc2ccccc21
→ 23%, 0, 17%, 2.2µM*, 0%, 9.5µM*, 2%, 2%, 5, -2, 2µM*
CN1CCN(NC(=O)C23CC4CC(CC(C4)C2)C3)CC1
→ -2%, 8, 2%, -1%, 2%, 3%, -6%, -18%, 5, 4, -3%
Cn1c(=O)c2c(nc(SCc3cccnc3)n2Cc2ccc(F)cc2)n(C)c1=O
→ -9%, 5, -3%, 2%, -10%, 2%, 0%, -4%, -6, 5, -4%
Cc1cc(C(F)(F)F)nn1CC(=O)NCC1CCCO1 (stereo unspecified)
→ -1%, 5, 2%, 4%, ., -2%, 0%, -15%, -10, 3, -2%
COc1ccc(NC(=O)c2cccs2)cc1NC(=O)c1ccco1
→ 0%, 0, -2%, -4%, -5%, ?, 1%, 18%, -3, -2, -4%
Cc1ccc(NC(=O)CCn2cnc3ccccc3c2=O)c(C)c1
→ 0%, 1, -1%, -2%, -6%, 4%, 4%, 1%, 12, 4, 7%
CCN1C(N(C)C)=NC[C@@H]1Cc1ccccc1
→ ., ., 1%, 7%, -6%, -1%, 0%, ., -22, 15, 2%
O=C(c1c[nH]c(C(=O)C(Cl)(Cl)Cl)c1)c1ccccc1Br
→ ?, 2, -7%, -2%, -2%, 1%, -1%, -12%, -7, 12, 5%
CCOC(=O)N1CCN(c2c(F)cc3[nH]c(=S)[nH]c3c2Br)CC1
→ -2%, 3, 3%, -17%, ., 0%, 12%, ?, 26, 2, -7%
CCCCOC(=O)CSCC(=O)N1N=C(c2cccs2)CC1c1ccc(F)cc1 (stereo unspecified)
→ -14%, 1, -3%, -2%, 1%, 5%, -1%, -24%, -8, -8, 1%
CSCCC(N=C(NS(=O)(=O)c1ccc(Br)cc1)c1ccccc1)C(=O)O (stereo unspecified)
→ -2%, 4, 1%, -6%, -1%, -19%, 2%, -33%, -12, -2, 9%
Cc1ccc(C(=O)NC(=S)Nc2ccc3[nH]c(=O)[nH]c3c2)c(C)c1
→ -1%, 4, -2%, -2%, 32%[activator], 1%, 0%, 3%, 5, -24, -7%

# An excerpt of these results, tab-delimited:
Structure	Gal4-VP16 FLuc	Coupling enz	ELG1 genotoxic	NPC1 prom act	uPA generation	FLuc counter	Tb PFK inh	RORgamma inh	Giardia killer	KCNH2 3.1 block	Rab9 promoter act
CCN1c2ccccc2N(C)C1(C)c1ccccc1 (stereo unspecified)	?	-53*	-12%	0%	-7%	-13%	-5%	-94%	20	-7	-5%
Cn1c(NCc2c[nH]c3ccccc23)nc2ccccc21	23%	0	17%	2.2µM*	0%	9.5µM*	2%	2%	5	-2	2µM*
CN1CCN(NC(=O)C23CC4CC(CC(C4)C2)C3)CC1	-2%	8	2%	-1%	2%	3%	-6%	-18%	5	4	-3%
Cn1c(=O)c2c(nc(SCc3cccnc3)n2Cc2ccc(F)cc2)n(C)c1=O	-9%	5	-3%	2%	-10%	2%	0%	-4%	-6	5	-4%
Cc1cc(C(F)(F)F)nn1CC(=O)NCC1CCCO1 (stereo unspecified)	-1%	5	2%	4%	.	-2%	0%	-15%	-10	3	-2%
COc1ccc(NC(=O)c2cccs2)cc1NC(=O)c1ccco1	0%	0	-2%	-4%	-5%	?	1%	18%	-3	-2	-4%
Cc1ccc(NC(=O)CCn2cnc3ccccc3c2=O)c(C)c1	0%	1	-1%	-2%	-6%	4%	4%	1%	12	4	7%
CCN1C(N(C)C)=NC[C@@H]1Cc1ccccc1	.	.	1%	7%	-6%	-1%	0%	.	-22	15	2%
O=C(c1c[nH]c(C(=O)C(Cl)(Cl)Cl)c1)c1ccccc1Br	?	2	-7%	-2%	-2%	1%	-1%	-12%	-7	12	5%
CCOC(=O)N1CCN(c2c(F)cc3[nH]c(=S)[nH]c3c2Br)CC1	-2%	3	3%	-17%	.	0%	12%	?	26	2	-7%

# Compounds as they come; overall some 14% were active at least once.
